HEK293 NOD2/NF-kB: inhibition of NOD2-driven NF-kB reporter – cell-based, luminescence, uHTS, HEK293 (AID 1566); HEK293 NOD2/NF-kB luciferase reporter, luminescence; higher % means a stronger effect; inhibition, % at 4 µM, or EC50 in µM where a hit was titrated; 290,000 tested, 0.63% active; also: many of its hits are not listed in these tables
KOR beta-arrestin-1: KOR agonists, beta-arrestin recruitment, primary screen, cell-based, luminescence, uHTS (AID 1777); KOR beta-arrestin recruitment, luminescence; higher % means a stronger effect; 280,000 tested, 0.02% active; one-dose activation, % at 10 µM; EC50 in µM for titrated hits; in the data active = activation above about 50%, passing the limit was not always enough; also: a part of the inactive calls stands beside numbers as strong as those of hits
LYP inhibition: PTPN22 lymphoid phosphatase activity blockers – biochemical, fluorescence intensity, uHTS (AID 1779); recombinant LYP phosphatase, fluorescence intensity; higher % means a stronger effect; inhibition, % at 11.5 µM, or IC50 in µM where a hit was titrated; 290,000 tested, 0.054% active;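 also: plate controls were vehicle with enzyme for no effect and no enzyme for full effect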
NOD1 inhibition: NOD1 signaling inhibitors, primary screen, cell-based, luminescence, uHTS (AID 1578) | inhibition, % at 4 µM, or EC50 in µM where a hit was titrated | 290,000 tested, 1% active | NOD1-driven NF-kB luciferase reporter cells, luminescence; higher % means a stronger effect; in the data active = inhibition mostly above about 36%, no sharp cut-off; inactive = mostly below about 34%;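 also: HEK-293T reporter cells stimulated with the NOD1 agonist gamma-tri-DAP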
KOR beta-arrestin-2: kappa opioid receptor blockers – cell-based, luminescence, uHTS (AID 1778) | 290,000 tested, 0.091% active | KOR beta-arrestin recruitment, luminescence, antagonist mode; higher % means a stronger effect | inhibition, % at 10 µM, or IC50 in µM where a hit was titrated; also: strong numbers were not always called active
An asterisk follows results filed as active; . = no result given; [ ] = another dose, or the depositor's remark. Rule as the data show it, unless noted: active = inhibition above about 50%; inactive = the rest. A portion of the library; count on the stated rates, not on these rows.

SMILES	HEK293 NOD2/NF-kB	KOR beta-arrestin-1	LYP inhibition	NOD1 inhibition	KOR beta-arrestin-2
Cc1csc2ncnc(NC3CCN(Cc4ccccc4)CC3)c12	7.8µM*	.	-14%	1.9µM*	.
O=c1[nH]c(=O)n(-c2ccccc2F)c(O)c1/C=C1\C=Nc2ccccc21	.	-3.1%	-6%	.	35%
COc1ccc(-n2c(/C=C/c3ccc(O)cc3)nc3ccccc3c2=O)cc1	.	0.5%	-8%	.	-23%[20 µM]
Cc1cccc(-n2c(O)c(/C=C3/C(c4ccccc4)=Nc4ccccc43)c(=O)[nH]c2=O)c1	.	7.0%	1%	.	-56%

Entries of single compounds, looked up by structure.
Listed for `Cc1csc2ncnc(NC3CCN(Cc4ccccc4)CC3)c12` = HEK293 NOD2/NF-kB: 7.8µM*; KOR beta-arrestin-1: .; LYP inhibition: -14%; NOD1 inhibition: 1.9µM*; KOR beta-arrestin-2: .
Listed for `Cc1cccc(-n2c(O)c(/C=C3/C(c4ccccc4)=Nc4ccccc43)c(=O)[nH]c2=O)c1` = HEK293 NOD2/NF-kB: .; KOR beta-arrestin-1: 7.0%; LYP inhibition: 1%; NOD1 inhibition: .; KOR beta-arrestin-2: -56%

Quoted at random: 2 records from the list.
SMILES	HEK293 NOD2/NF-kB	KOR beta-arrestin-1	LYP inhibition	NOD1 inhibition	KOR beta-arrestin-2
Cc1csc2ncnc(NC3CCN(Cc4ccccc4)CC3)c12	7.8µM*	.	-14%	1.9µM*	.
COc1ccc(-n2c(/C=C/c3ccc(O)cc3)nc3ccccc3c2=O)cc1	.	0.5%	-8%	.	-23%[20 µM]

Assay outcomes (PubChem BioAssay)
